MgcRacGAP inhibition: MgcRacGAP GTPase-activating activity inhibitors, confirmation, biochemical, ADP Hunter fluorescence | MgcRacGAP-stimulated Rac1 GTP hydrolysis, ADP Hunter fluorescence; higher % means a stronger effect; GST-tagged Rac1 F28L mutant substrate | inhibition, % at 30 µM, or IC50 in µM where a hit was titrated | 0.6% of 340,000 active;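 active = first-screen hits whose inhibition reached a set limit at any dose in the follow-up dose series; inconclusive = inhibition above the set first-screen limit but never retested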;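 also: fluorescence reports GDP produced by GAP-driven GTP hydrolysis; strong numbers were not always called active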
Salmonella PhoP GFP: inhibitors of PhoP regulon expression, primary screen, Salmonella Typhimurium, GFP reporter (AID 1863) | S. Typhimurium PhoP-regulated promoter GFP reporter, 4 h; higher % means a stronger effect | one-dose inhibition, % at 50 µM; IC50 in µM for titrated hits | 0.16% of 300,000 active;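 active = inhibition over 29.93%, a cutoff 3 SD above the screen mean, later confirmed by dose response; inconclusive = inhibition over 29.93% but no dose response follow-up; inactive = inhibition at most 29.93% or unconfirmed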;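 also: 0% = low Mg2+ inducing control and 100% = high Mg2+ repressing control; strong numbers were not always called active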
NS5 inhibitors: Dengue-2 NS5 methyltransferase inhibitors, primary screen, biochemical, confirmation dose response (AID 588689) | Dengue-2 NS5 methyltransferase capping enzyme assay, biochemical; higher % means a stronger effect | inhibition, % at 25 µM; hits with a dose series show IC50 in µM | 0.3% of 340,000 active; in the data active = a potency from the dose series; inconclusive = inhibition above about 29% without an active follow-up result
Large T inhibition: SV40 large T antigen inhibitors, biochemical (AID 1903) | SV40 large T antigen ATPase/helicase inhibition assay; higher % means a stronger effect | inhibition, % at 20 µM, or IC50 in µM where a hit was titrated | 0.39% of 310,000 active; in the data active = a potency from the dose series; inconclusive = inhibition mostly from about 32% at the one dose, without a potency; inactive = the rest, 99 in 100 with inhibition below about 32%; also: strong numbers were not always called active
UTI89 phage lysis: inhibition of K1F phage lysis, E. coli UTI89, bacterial capsule biogenesis inhibitors, alamar blue (AID 488966). inhibition, % at 100 µM; hits with a dose series show IC50 in µM. E. coli UTI89 K1F phage lysis, alamar blue, 2 h; higher % means a stronger effect. 0.02% of 340,000 active;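 active = phage lysis inhibition, versus mean bacterial control, above a set limit; inconclusive = no clear call, values can overlap the other calls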;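 also: capsule biogenesis inhibitors block K1F phage lysis so surviving cells raise fluorescence; higher fluorescence means more inhibition of phage lysis; actives were called in the ten point dose series up to 300 µM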
West Nile virus CPE: inhibition of WNV-induced cytopathic effect – cell-based, CPE readout (AID 1621). West Nile virus-infected cells, CPE inhibition; higher % means a stronger effect. 0.02% of 290,000 active. CPE inhibition, % at 10 µM, or IC50 in µM where a hit was titrated; in the data active = a potency from the dose series; inconclusive = CPE inhibition mostly from about 3.7% at the one dose, without a potency; inactive = the rest, 99 in 100 with CPE inhibition below about 2.2%; also: strong numbers were not always called active
NS5 inhibitors pilot replicate: further read-out of NS5 inhibitors, marked with its call; inhibition, %; measured here: pilot screen replicate inhibition
* marks the source's active call; other numbers are inactive results; ? = inconclusive; . = not tested or not shown; [ ] = another dose, or the depositor's remark.

SMILES	MgcRacGAP inhibition	Salmonella PhoP GFP	NS5 inhibitors	Large T inhibition	UTI89 phage lysis	West Nile virus CPE	others
C[C@H]1O[C@@H](O[C@H]2[C@@H](O)C[C@H](O[C@H]3[C@@H](O)C[C@H](O[C@H]4CC[C@@]5(C)[C@H](CC[C@@H]6[C@@H]5CC[C@]5(C)[C@@H](C7=CC(=O)OC7)CC[C@]65O)C4)O[C@@H]3C)O[C@@H]2C)C[C@H](O)[C@@H]1O	.	6%	.	7%	.	?
CC=CC(C)=CC(C)C(=O)CC(O)CC1CC(=O)NC(=O)C1 (configuration not stated)	10%	.	-1%	.	.	.
NC1CC2CCCCC2CC1(O)c1ccccc1 (configuration not stated)	4%	.	-1%	.	.	.
CS(=O)(=O)c1ccc(C2=C(CNC(=O)c3nccs3)[C@H]3CC[C@@H](C2)N3Cc2ccccc2)cc1	14%	.	2%	.	.	.
Cc1ncoc1C(=O)NCC1=C(c2cccc3ccccc23)C[C@@H]2CC[C@H]1N2Cc1ccco1	18%	.	0%	.	.	.
Clc1cccc(NC2=NCCS2)c1	9%	.	-1%	.	.	.
CC(C)N=C(NC(C)C)N1CC1	6%	.	2%	.	.	.
CCCCOC1OCN(C2CCCCC2)CC1(C)C (configuration not stated)	-2%	.	0%	.	.	.
COC(=O)C1=C(c2ccc(OCc3ccccc3)cc2)C[C@@H]2CC[C@H]1N2C(=O)NCCc1ccc(F)cc1	15%	.	2%	.	.	.
COC(=O)c1cn(Cc2ccc(F)cc2)c2ccccc12	13%	.	2%	.	.	.
Cc1nc2ccccc2c(=O)n1-c1c(Cl)cccc1Cl	6%	.	-2%	.	.	.
O=[N+]([O-])c1ccc(N2CCOCC2)c2c1no[n+]2[O-]	15%	.	14%	.	.	.
CCNC(=O)N1Cc2ccccc2-n2nncc2C1	12%	.	-3%	.	.	.
COC(=O)C1=C(c2ccc(OCc3ccccc3)cc2)C[C@@H]2CC[C@H]1N2C(=O)NCc1ccc(C(C)(C)C)cc1	13%	.	2%	.	.	.
Cc1nn(CC(C)C)c(Cl)c1C(=O)NC1CCCC1	12%	.	4%	.	.	.
CCN1/C(=C/C=C/C2=[N+](CC)c3ccccc3C2(C)C)C(C)(C)c2ccccc21	-34%	.	?	.	.	.
COC(=O)C1=C(c2ccc(OCc3ccccc3)cc2)C[C@@H]2CC[C@H]1N2C(=O)NCc1ccc(OC)cc1	4%	.	-1%	.	.	.
COc1ccc(NC(=S)N2Cc3ccccc3-n3nncc3C2)c(OC)c1	14%	.	0%	.	.	.
O=C1NC(=O)C(C2CCOC2=O)N1 (configuration not stated)	-8%	.	2%	.	.	.
C[C@H](CO)N1C[C@H](C)[C@H](CN(C)C(=O)Oc2ccccc2)OCc2cnnn2CCCC1=O	17%	.	4%	.	.	.
Cc1cc(C(=O)OC(C)C(=O)Nc2ccccc2)c(C)n1C1CC1 (configuration not stated)	10%	.	2%	.	.	.
COC(=O)C1=C(c2ccc(OCc3ccccc3)cc2)C[C@@H]2CC[C@H]1N2C(=O)NCc1ccccc1OC	17%	.	5%	.	.	.
CC(=O)C1CCC2C3CCC4CC(O)CCC4(C)C3CCC12C#N (configuration not stated)	7%	.	-7%	.	.	.
NC(Cc1ccccc1Cl)c1nn[nH]n1 (configuration not stated)	1%	.	-3%	.	.	.
COc1ccc(OC(=O)N(C)C[C@@H]2OCc3cnnn3CCCC(=O)N([C@@H](C)CO)C[C@H]2C)cc1	10%	.	-1%	.	.	.
CCC1(CC)C(=O)NC(=O)N(CCc2ccccn2)C1=O	-4%	.	-1%	.	-1.5%	.
CC1=C(O)C(=O)C=C2C1=CC=C1C2(C)CCC2(C)C3CC(C)(C(=O)O)CCC3(C)CCC12C (configuration not stated)	?	.	20µM*	.	2.1%	.
c1ccc(N2C3C4CC(C5CCCC54)C32)cc1 (configuration not stated)	8%	.	-3%	.	-2.1%	.
CCOc1ccc(-c2cc(C(=O)N3CCC4(CC3)OCCO4)c3ccccc3n2)cc1	-5%	.	-2%	.	0.2%	.
CC12C=CC(=O)C=C1CC(O)C1C2CCC2(C)C1CCC2(C)O (configuration not stated)	1%	.	1%	.	-1.0%	.
CC1(C)C(=O)CCC2C1=CCC1C2CCC2(C)C(O)CCC12 (configuration not stated)	4%	.	5%	.	-1.0%	.
CC1CC(C)OP(=O)(OCCC#N)O1 (configuration not stated)	0%	.	-2%	.	-2.6%	.
CCC1(CC)C(=O)NC(=O)N(c2ccccc2)C1=O	-12%	.	-1%	.	-4.7%	.
CC(C)(C)C1(CCO)C(=O)NC(=S)NC1=O	-14%	.	8%	.	-1.0%	.
CCCC1(CCO)C(=O)NC(=S)NC1=O	-11%	.	-1%	.	-3.0%	.
CCC1([N+](=O)[O-])COP(=O)(NCc2cccnc2)OC1 (configuration not stated)	1%	.	-1%	.	-0.8%	.
CN(c1ccccc1)P(=O)(N1CC1)N1CC1	6%	.	4%	.	-1.1%	.
CC(=O)C1CCC2C3CC(O)C4CC(O)CCC4(C)C3CCC12C (configuration not stated)	3%	.	-1%	.	7.1%	.
CCN(C=C1CC2C3CC=C4CC(O)CCC4(C)C3CCC2(C)C1=O)CC (configuration not stated)	3%	.	-2%	.	-4.1%	.
Oc1ccc(Cl)cc1Cc1ccccc1	8%	.	-1%	.	-1.7%[50 µM]	.
O=C(O)c1ccc([N+](=O)[O-])c([N+](=O)[O-])c1	2%	.	2%	.	2.6%	.
c1ccc(Nc2ccc3ccccc3c2)cc1	13%	.	6%	.	-1.9%	.
COC(=O)C1=C(C)NC(=S)NC1c1ccc(N(CCCl)CCCl)cc1Cl (configuration not stated)	15%	.	-8%	.	-0.2%	.
O=C1CC=C2C3CC4N(CCC45c4ccccc4N1C25)CC3=CCO (configuration not stated)	-6%	.	-8%	.	-0.2%	.
Nc1ccc2ccccc2c1	-4%	.	3%	.	-4.1%	.
COc1ccccc1NP1(=O)OCC(C)([N+](=O)[O-])CO1 (configuration not stated)	1%	.	-2%	.	0.0%	.
COc1ccc2nc3c(C)n(C)ccc-3c2c1	13%	.	20%	.	1.1%	.
O=C1CC(=O)N(Cc2ccccc2)C(=O)N1Cc1ccccc1	7%	.	-57%	.	-0.8%	.
CC1=C2CCC3C(CCC4=CC(=O)CCC43C)C2CC1 (configuration not stated)	5%	.	-2%	.	-0.5%	.
O=C(O)C1C2c3ccccc3C(O)C1(C(=O)O)c1ccccc12 (configuration not stated)	-1%	.	0%	.	4.2%	.
Later entries.
SMILES	MgcRacGAP inhibition	Salmonella PhoP GFP	NS5 inhibitors	Large T inhibition	UTI89 phage lysis	West Nile virus CPE	others
CC12CC(=O)C3C(CCC4CC(=O)C=CC43C)C1CCC2=O (configuration not stated)	-6%	.	10%	.	-1.9%	.
CC1(O)CCC2C3CCC4=CC(=O)CCC4=C3C=CC21C (configuration not stated)	10%	.	-8%	.	-3.7%	.
CCCC1CCCCC12C(=O)NC(=O)NC2=O (configuration not stated)	-2%	.	4%	.	-0.1%	.
COc1ccc(CC2C(=O)NC(C)C(=O)N(C)C3C(=O)N(C)C(Cc4ccc(O)c(c4)Oc4ccc(cc4)C3O)C(=O)NC(C)C(=O)NC(C)C(=O)N2C)cc1 (configuration not stated)	3%	.	-8%	.	2.0%	.
COc1ccc(-c2ccc3n2Cc2cnnn2-c2ccccc2-3)cc1	9%	.	-3%	.	0.3%	.	NS5 inhibitors pilot replicate=-3.7
C=CCC1(CC)C(=O)NC(=S)NC1=O	2%	.	14%	.	0.8%	.
C[C@]12CCCCC1=CC(=O)C1C2CC[C@@]2(C)C1C[C@@H](F)[C@@H]2O (some centres not stated)	-3%	.	2%	.	1.9%	.
CC12CCC3C(CCC4(O)CC(O)CCC34C=NO)C1(O)CCC2C1=COC(=O)C1 (configuration not stated)	1%	.	12%	.	1.4%	.
COC(=O)NC(=S)Nc1ccccc1NC(=S)NC(=O)OC	-1%	.	-4%	.	2.4%	.
CC1([N+](=O)[O-])COP(=O)(NCc2cccnc2)OC1 (configuration not stated)	4%	.	-3%	.	0.6%	.
CC(=O)C1CCC2(O)C3CCC4=CC(=O)CCC4(C)C3CCC12C (configuration not stated)	-6%	.	5%	.	-1.5%	.
CC[C@@H](CO)NC(=O)[C@@H]1C=C2c3cccc4[nH]cc(c34)C[C@H]2N(C)C1	4%	.	-5%	.	0.7%	.
CCOC(=O)[C@]12Cc3ccsc3[C@H]1N(Cc1ccccc1)C(=O)c1ccccc12	5%	.	-3%	.	1.1%	.
CN(C)c1ccc([N+](=O)[O-])c([N+](=O)[O-])c1	-3%	.	4%	.	1.8%	.
CCOC(=O)C1C(OC(=O)c2ccccc2)CC2CCC1N2C (configuration not stated)	-4%	.	-5%	.	-0.4%	.
COC[C@H]1OC(=O)c2coc3c2[C@@]1(C)C1=C(C3=O)[C@@H]2CCC(=O)[C@@]2(C)C[C@H]1OC(C)=O	-1%	.	-3%	.	3.5%	.
C=CCC1(CCCCC)C(=O)NC(=S)NC1=O	5%	.	16%	.	2.7%	.
Cc1ccccc1C(=O)N1Cc2cnnn2-c2ccccc2C1C#N (configuration not stated)	5%	.	-2%	.	-0.1%	.	NS5 inhibitors pilot replicate=-0.9
CC(=O)C1C(N2CC2)CC2C3CCC4=CC(=O)CCC4(C)C3CCC21C (configuration not stated)	7%	.	-8%	.	5.5%	.
O=C1C=CC(=O)C2C1C1(Cl)C(Cl)=C(Cl)C2(Cl)C1(Cl)Cl (configuration not stated)	9%	.	2%	.	0.8%	.
CC(=O)OC1C(O)C(C)OC(OC2C(OC(=O)C3CCC4C(C3)OC3(CC(OC(=O)/C=C/c5ccccc5)C(C)CO3)C43CO3)OC(C)C(O)C2OC(C)=O)C1O (configuration not stated)	5%	.	-5%	.	6.9%	.
Cc1cccc(N=C2c3cc([N+](=O)[O-])ccc3-c3c2cc([N+](=O)[O-])cc3[N+](=O)[O-])c1	9%	.	6%	.	1.0%	.
COc1cc(C2(C#N)CCN(C)CC2)cc(OC)c1OC	-6%	.	5%	.	0.8%	.
CCC1CN1P(=O)(Oc1ccc(Cl)cc1)N1CC1CC (configuration not stated)	3%	.	-4%	.	-4.1%	.

Gathered by group: those above with four or more nitrogen atoms.
SMILES	MgcRacGAP inhibition	Salmonella PhoP GFP	NS5 inhibitors	Large T inhibition	UTI89 phage lysis	West Nile virus CPE	others
O=[N+]([O-])c1ccc(N2CCOCC2)c2c1no[n+]2[O-]	15%	.	14%	.	.	.
CCNC(=O)N1Cc2ccccc2-n2nncc2C1	12%	.	-3%	.	.	.
COc1ccc(NC(=S)N2Cc3ccccc3-n3nncc3C2)c(OC)c1	14%	.	0%	.	.	.
C[C@H](CO)N1C[C@H](C)[C@H](CN(C)C(=O)Oc2ccccc2)OCc2cnnn2CCCC1=O	17%	.	4%	.	.	.
NC(Cc1ccccc1Cl)c1nn[nH]n1 (configuration not stated)	1%	.	-3%	.	.	.
COc1ccc(OC(=O)N(C)C[C@@H]2OCc3cnnn3CCCC(=O)N([C@@H](C)CO)C[C@H]2C)cc1	10%	.	-1%	.	.	.
COc1ccc(CC2C(=O)NC(C)C(=O)N(C)C3C(=O)N(C)C(Cc4ccc(O)c(c4)Oc4ccc(cc4)C3O)C(=O)NC(C)C(=O)NC(C)C(=O)N2C)cc1 (configuration not stated)	3%	.	-8%	.	2.0%	.
COc1ccc(-c2ccc3n2Cc2cnnn2-c2ccccc2-3)cc1	9%	.	-3%	.	0.3%	.	NS5 inhibitors pilot replicate=-3.7
COC(=O)NC(=S)Nc1ccccc1NC(=S)NC(=O)OC	-1%	.	-4%	.	2.4%	.
Cc1ccccc1C(=O)N1Cc2cnnn2-c2ccccc2C1C#N (configuration not stated)	5%	.	-2%	.	-0.1%	.	NS5 inhibitors pilot replicate=-0.9
Cc1cccc(N=C2c3cc([N+](=O)[O-])ccc3-c3c2cc([N+](=O)[O-])cc3[N+](=O)[O-])c1	9%	.	6%	.	1.0%	.

This is a subset, so the mix of outcomes need not match the whole.
